High-throughput results from PubChem.
B2AR arrestin ag: qHTS assay of beta-arrestin-biased ligands of beta2-adrenergic receptor: NCGC Sytravon Library Screen; Beta-2 adrenergic receptor (Homo sapiens), P07550; HTLA Tango cells, beta-arrestin recruitment, luciferase luminescence, 18 h; Potency, µM (highest dose often 46.1 µM), for inactives: at the highest dose activation, actives largely listed as activators; 44,000 tested, under 10 active;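 further: potency means the concentration at half of the fitted maximal effect; 0% = DMSO and full agonism = EC100 isoproterenol or metaproterenol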
Target sequence (P07550 whole entry, looked up): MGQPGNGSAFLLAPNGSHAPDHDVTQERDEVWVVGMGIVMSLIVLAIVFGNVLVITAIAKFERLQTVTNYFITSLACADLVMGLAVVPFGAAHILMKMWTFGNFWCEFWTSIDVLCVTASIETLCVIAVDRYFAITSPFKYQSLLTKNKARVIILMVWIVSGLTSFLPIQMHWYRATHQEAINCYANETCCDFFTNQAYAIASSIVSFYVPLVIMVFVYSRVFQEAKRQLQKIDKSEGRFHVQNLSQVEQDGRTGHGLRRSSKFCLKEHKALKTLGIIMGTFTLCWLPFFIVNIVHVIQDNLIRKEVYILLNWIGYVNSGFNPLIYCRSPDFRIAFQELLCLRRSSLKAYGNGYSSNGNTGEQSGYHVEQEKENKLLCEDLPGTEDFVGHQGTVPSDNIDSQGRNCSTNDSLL
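Luminescence read-out: arrestin recruitment to recombinant beta2-AR releases tTA, inducing luciferase. Cells exposed 18 hr at 37 degrees C to up to 46 microM compound; %Activity from corrected signal, concentration-response curves classified by r2, magnitude and efficacy.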
p53null 39C kill: qHTS Screen for Compounds that Selectively Target Cancer Cells with p53 Mutations: Cytotoxicity of p53 Null Cells at the Nonpermissive Temperature. AID 904, 2007. H1299 p53-null (neo) cells, 39C, ATPlite viability, 24 h. Potency, µM (highest dose often 46.1 µM), for inactives: at the highest dose activity, negative = cell killing, usual class: cytotoxic. actives 0.97% (n = 55,000);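 further: potency means the concentration at half of the fitted maximal effect; 0% = DMSO only and -100% = full killing by 100 µM tamoxifen; nearly all actives have a fitted effect of over 50% in size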
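Following overnight plating at 37C (600 cells/well), H1299-neo or H1299-p53A138V cells are dosed up to 46 uM. Incubation lasts 24 hr at 39C before ATP detection.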
p53null 32C kill: qHTS Screen for Compounds that Selectively Target Cancer Cells with p53 Mutations: Cytotoxicity of p53 Null Cells at the Permissive Temperature; H1299-neo p53 null cells, ATP luminescence, 24 h, 32C; Potency, µM (top dose mostly 46.1 µM), without a hit: top-dose activity change, negative = cytotoxicity, usual class: cytotoxic; actives 0.62% (n = 55,000);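 further: potency means the concentration at half of the fitted maximal effect; 0% = DMSO only and -100% = full killing by 100 µM tamoxifen; nearly all actives have a fitted effect of over 55% in size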
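Luminescent ATP readout gave cell viability of p53-null H1299-neo cells after a 24 h compound exposure at the permissive 32C. Titrations ran up to 46 uM, and AC50s were fitted with the standard Hill equation.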
GALK inh: qHTS Assay for Inhibitors of Human Galactokinase (GALK): NCGC Sytravon Library Screen | P51570 | recombinant GALK, Kinase-Glo ATP luminescence, 1 h | Potency, µM (series often up to 57.5 µM), without a hit: at the top dose activity, negative = inhibition, hits mostly inhibitors | 44,000 tested, under 10 active | AID 1347072, 2019;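 further: plate controls were full GALK reaction for no effect and reaction lacking GALK for full effect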
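Luminescent ATP-depletion readout (Kinase-Glo Plus, 10 min) after 1 h RT reaction of 5 nM GALK, 35 uM ATP, 100 uM galactose, pH 8.0 HEPES buffer. Decreased kinase activity scored as inhibition.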
TSG101-PTAP inh: qHTS Validation Assay for Inhibitors of HIV-1 Budding by Blocking the Interaction of PTAP/TSG101: Sytravon Library Screen; AID 1347069, 2019; Potency, µM (highest dose often 115 µM), without a hit: at the top dose activity change, negative = inhibition, actives largely listed as inhibitors; Fluorescence polarization, FITC-PTAP peptide/Tsg101, 20 min; 44,000 tested, under 10 active; further: potency means the concentration at half of the fitted maximal effect; 0% is about no effect
Target sequence (Q99816 whole entry, looked up): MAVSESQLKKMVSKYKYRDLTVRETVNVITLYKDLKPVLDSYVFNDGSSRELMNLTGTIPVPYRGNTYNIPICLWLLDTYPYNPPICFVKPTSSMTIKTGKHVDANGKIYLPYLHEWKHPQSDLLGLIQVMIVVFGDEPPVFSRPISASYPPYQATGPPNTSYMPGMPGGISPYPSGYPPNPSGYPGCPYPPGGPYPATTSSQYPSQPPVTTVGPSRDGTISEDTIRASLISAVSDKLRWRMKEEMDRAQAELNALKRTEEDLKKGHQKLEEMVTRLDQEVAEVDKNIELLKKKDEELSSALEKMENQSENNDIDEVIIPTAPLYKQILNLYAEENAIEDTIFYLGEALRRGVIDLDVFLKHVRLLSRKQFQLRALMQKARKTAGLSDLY
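Compounds pinned into 10 uM Tsg101 binding domain, then 50 nM FITC-PTAP peptide added in pH 7.5 HEPES buffer; FP read after 20 min, room temperature. Total S+P intensity flags fluorescent compounds; active cut-off <25 µM, efficacy <60%.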
FH mod: Identification of activators of human fumarate hydratase by quantitative high-throughput screening; Fumarate hydratase, mitochondrial (Homo sapiens), P07954; FH coupled MDH/diaphorase resazurin fluorescence, 15 min; Potency, µM (top dose mostly 79.9 µM), for inactives: at the top dose activity change, negative = inhibition, usual class: inhibitors; actives 0.22% (n = 54,000); further: potency means the concentration at half of the fitted maximal effect; on the % scale 0 is the no-effect control and ±100 the full control effect; the screen sought activators but most active calls are inhibition curves; nearly all actives have a fitted effect of over 45% in size
NTMT1 inh: Primary qHTS for Inhibitors of N-terminal methyltransferase 1 (NTMT1): MTaseGlo Assay. AID 1645870, 2021. actives 2.5% (n = 59,000). Potency, µM (titrated, usually from 114 µM), without a hit: at the highest dose activity change, negative = inhibition, actives largely listed as inhibitors. NTMT1 MTase-Glo SAH luminescence, purified enzyme. N-terminal Xaa-Pro-Lys N-methyltransferase 1 (Homo sapiens), Q9BV86;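 further: potency means the concentration at half of the fitted maximal effect; plate controls were DMSO vehicle for no effect and no enzyme for full effect; nearly all actives have a fitted effect of over 65% in size; many of its hits are not listed in these tables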
Target sequence (Q9BV86 whole entry, looked up): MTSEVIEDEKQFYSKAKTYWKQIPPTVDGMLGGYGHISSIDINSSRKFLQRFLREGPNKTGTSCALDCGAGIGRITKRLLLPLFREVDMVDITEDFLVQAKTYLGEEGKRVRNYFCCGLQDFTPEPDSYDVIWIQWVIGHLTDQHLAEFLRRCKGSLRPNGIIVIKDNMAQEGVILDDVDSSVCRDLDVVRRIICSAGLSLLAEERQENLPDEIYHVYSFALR
* marks the source's active call; other numbers are inactive results. The call rests on the fitted dose curve; in most records, active means well fitted curve in the direction sought with a large enough effect; inconclusive means small, poorly fitted or top-dose-only effect, or another doubt; inactive means no such curve, though single readings can be large; an effect the other way counts as inactive or inconclusive.

How did CCOc1ccccc1CNC(=O)CCc1cn(C)c2ccccc12 do in these assays?
B2AR arrestin ag: -0.3%; p53null 39C kill: 5.7%; p53null 32C kill: 5.8%; GALK inh: 0.1%; TSG101-PTAP inh: -1.4%; FH mod: -3.6%; NTMT1 inh: 18.6%

Results for COCCOC(=O)C1=C(C)NC(=O)NC1c1cn(-c2ccccc2)nc1-c1ccccc1 (stereo not drawn) ?
B2AR arrestin ag: 1.9%; p53null 39C kill: 2.5%; p53null 32C kill: 6.5%; GALK inh: -0.1%; TSG101-PTAP inh: -8.4%

Results for Cc1nn(C)c(C)c1CCNC(=O)Nc1ccccc1C(F)(F)F ?
B2AR arrestin ag: 0.6%; p53null 39C kill: -8.8%; p53null 32C kill: 3.1%; GALK inh: -0.6%; TSG101-PTAP inh: 1.4%; FH mod: -2.4%; NTMT1 inh: -0.8%

How did CCOc1cc(C2c3c(oc4ccccc4c3=O)C(=O)N2Cc2ccccc2Cl)ccc1O (stereo not drawn) do in these assays?
B2AR arrestin ag: 7.4%; p53null 39C kill: -3.0%; p53null 32C kill: -0.9%; GALK inh: 1.2%; TSG101-PTAP inh: 0.4%; FH mod: -8.8%; NTMT1 inh: 14.4%

How did Clc1ccccc1Nc1ncnc2c1nc1n2CCCCC1 do in these assays?
B2AR arrestin ag: 1.7%; p53null 39C kill: inconclusive; p53null 32C kill: inconclusive; GALK inh: 1.0%; TSG101-PTAP inh: 0.6%; FH mod: -19.1%; NTMT1 inh: -21.3%

How did CCOc1ccc(CNC(=O)c2cnc3sc(N4CCC(C)CC4)nn3c2=O)cc1OC do in these assays?
B2AR arrestin ag: -1.1%; p53null 39C kill: 0.6%; p53null 32C kill: 0.5%; GALK inh: -3.3%; TSG101-PTAP inh: -6.6%

Results for CC(C)(C)C(=O)OCc1cc(=O)n2nc(C3CCCCC3)sc2n1 ?
B2AR arrestin ag: 1.7%; p53null 39C kill: -9.3%; p53null 32C kill: -8.1%; GALK inh: 4.8%; TSG101-PTAP inh: -4.7%; FH mod: 5.9%; NTMT1 inh: 0.0%

How did COc1ccc(N2CCN(C(=O)c3cc4c(=O)n(Cc5cccnc5)ccc4nc3C)CC2)cc1 do in these assays?
B2AR arrestin ag: -0.3%; p53null 39C kill: 3.8%; p53null 32C kill: -10.1%; GALK inh: 0.2%; TSG101-PTAP inh: 2.5%; FH mod: -0.2%; NTMT1 inh: -1.3%

How did Cc1ccc(NC(=O)CSc2nc(=O)n(Cc3ccccn3)c3c2CCC3)cc1F do in these assays?
B2AR arrestin ag: -2.6%; p53null 39C kill: 20.4%; p53null 32C kill: -0.9%; GALK inh: -1.5%; TSG101-PTAP inh: -5.6%; FH mod: 1.0%; NTMT1 inh: 2.6%

What do the screens show for `O=C(c1cccs1)c1cn(CCOc2ccc(Cl)cc2)c2ccccc12`?
B2AR arrestin ag: -0.1%; p53null 39C kill: -1.0%; p53null 32C kill: 0.1%; GALK inh: 2.2%; TSG101-PTAP inh: 2.3%; FH mod: -7.9%; NTMT1 inh: -4.6%

Results for COC(=O)C(CCSC)NC(=O)C1CCN(c2ncnc3c2nc2n3CCCCC2)CC1 (stereo not drawn) ?
B2AR arrestin ag: 0.3%; p53null 39C kill: -14.4%; p53null 32C kill: -3.0%; GALK inh: 5.4%; TSG101-PTAP inh: -1.5%; FH mod: 11.4%; NTMT1 inh: 9.9%

What do the screens show for `Cc1cccc(C)c1NC(=O)Cn1c(=O)n(CCC(=O)NCc2ccc3c(c2)OCO3)c(=O)c2sccc21`?
B2AR arrestin ag: -1.8%; p53null 39C kill: 26.0%; p53null 32C kill: 10.1%; GALK inh: 1.5%; TSG101-PTAP inh: -0.1%; FH mod: 7.0%; NTMT1 inh: inconclusive

As a working copy, some entries already given:
How did CCOc1ccccc1CNC(=O)CCc1cn(C)c2ccccc12 do in these assays?
B2AR arrestin ag: -0.3%; p53null 39C kill: 5.7%; p53null 32C kill: 5.8%; GALK inh: 0.1%; TSG101-PTAP inh: -1.4%; FH mod: -3.6%; NTMT1 inh: 18.6%

Results for COCCOC(=O)C1=C(C)NC(=O)NC1c1cn(-c2ccccc2)nc1-c1ccccc1 (stereo not drawn) ?
B2AR arrestin ag: 1.9%; p53null 39C kill: 2.5%; p53null 32C kill: 6.5%; GALK inh: -0.1%; TSG101-PTAP inh: -8.4%

(list continues)
What do the screens show for `O=C(NCCc1ccc(F)cc1)C(=O)NCC(c1ccco1)S(=O)(=O)c1cccs1` (stereo not drawn)?
B2AR arrestin ag: -3.4%; p53null 39C kill: -3.2%; p53null 32C kill: 9.9%; GALK inh: -2.0%; TSG101-PTAP inh: -0.2%; FH mod: 1.5%; NTMT1 inh: 15.6%

How did CCOc1cccc(NC(=O)c2sc3nc(-c4ccc(F)cc4)ccc3c2N)c1 do in these assays?
B2AR arrestin ag: -1.5%; p53null 39C kill: -12.7%; p53null 32C kill: -10.3%; GALK inh: 4.5%; TSG101-PTAP inh: 3.1%; FH mod: -15.2%; NTMT1 inh: -1.8%

Results for CCCCN(CC)CCCn1cnc2c([nH]c3ccc(Cl)cc32)c1=O ?
B2AR arrestin ag: -3.5%; p53null 39C kill: -7.8%; p53null 32C kill: -5.3%; GALK inh: -0.4%; TSG101-PTAP inh: -11.3%; FH mod: 2.9%; NTMT1 inh: inconclusive

Results for Cc1ccc(-c2cc(-c3ccc4c(c3)NC(=O)CO4)nc3c2COc2ccccc2-3)cc1 ?
B2AR arrestin ag: -0.6%; GALK inh: 9.1%; TSG101-PTAP inh: -5.0%; FH mod: -17.7%; NTMT1 inh: 9.1%

What do the screens show for `CC1CCCCN1S(=O)(=O)c1ccc2c(c1)oc(=O)n2CC(=O)Nc1ccc(Cl)cc1` (stereo not drawn)?
B2AR arrestin ag: 0.2%; p53null 39C kill: -2.0%; p53null 32C kill: 2.9%; GALK inh: -1.5%; TSG101-PTAP inh: 0.5%; FH mod: -7.8%; NTMT1 inh: -0.9%

How did CCCOc1cccc(C(=O)N(Cc2sccc2C)C2CCS(=O)(=O)C2)c1 (stereo not drawn) do in these assays?
B2AR arrestin ag: -0.7%; p53null 39C kill: -2.1%; p53null 32C kill: 1.8%; GALK inh: 3.2%; TSG101-PTAP inh: -9.6%; FH mod: -18.6%; NTMT1 inh: 3.2%

Results for Cc1csc2nc(COC(=O)c3ccccc3NC(=O)COc3ccccc3F)cc(=O)n12 ?
B2AR arrestin ag: 0.9%; p53null 39C kill: -25.6%; p53null 32C kill: -22.1%; GALK inh: -3.3%; TSG101-PTAP inh: 1.8%; FH mod: inconclusive; NTMT1 inh: 3.8%

Results for CCCCNC(=O)CSc1nc2ccccc2nc1Cc1ccc(Cl)cc1 ?
B2AR arrestin ag: 0.0%; p53null 39C kill: 2.4%; p53null 32C kill: -3.6%; GALK inh: -0.7%; TSG101-PTAP inh: 0.6%; FH mod: -11.9%; NTMT1 inh: -2.7%

What do the screens show for `COc1ccc(NC(=O)c2c(NCc3ccc(C)o3)sc3c2CCCCC3)c(OC)c1`?
B2AR arrestin ag: 1.9%; p53null 39C kill: 24.6%; p53null 32C kill: 25.4%; GALK inh: 0.6%; TSG101-PTAP inh: -3.2%; FH mod: -6.1%; NTMT1 inh: inconclusive

Results for O=C1Nc2cc(Cl)ccc2Oc2cc(Oc3ccccc3)ccc21 ?
B2AR arrestin ag: 0.9%; p53null 39C kill: 29.8%; p53null 32C kill: 22.8%; GALK inh: -1.2%; TSG101-PTAP inh: -1.0%; FH mod: 21.5%; NTMT1 inh: inconclusive

How did O=C(c1ccccc1)c1cn(Cc2ccc(F)cc2)c2ccccc2c1=O do in these assays?
B2AR arrestin ag: 0.4%; p53null 39C kill: inconclusive; p53null 32C kill: 5.3%; GALK inh: 0.1%; TSG101-PTAP inh: -3.6%; FH mod: -0.9%; NTMT1 inh: inconclusive

How did Cc1cc(C)cc(NC(=O)C2CCN(S(=O)(=O)c3ccc4c(c3)oc(=O)n4C)CC2)c1 do in these assays?
B2AR arrestin ag: 0.7%; p53null 39C kill: 13.8%; p53null 32C kill: inconclusive; GALK inh: -0.9%; TSG101-PTAP inh: 1.0%; FH mod: -6.6%; NTMT1 inh: 6.3%

How did COc1ccccc1CNC(=O)c1c(O)nc2cc(C)ccn2c1=O do in these assays?
B2AR arrestin ag: 0.0%; p53null 39C kill: -18.0%; p53null 32C kill: -5.4%; GALK inh: 6.6%; TSG101-PTAP inh: -0.4%; FH mod: 2.0%; NTMT1 inh: 5.7%

Results for Cc1c(NC(=O)c2cccs2)cccc1-c1nc2cc(Cl)ccc2o1 ?
B2AR arrestin ag: -4.6%; p53null 39C kill: inconclusive; p53null 32C kill: -7.0%; GALK inh: 0.0%; TSG101-PTAP inh: -5.4%; FH mod: -20.0%; NTMT1 inh: 9.9%

How did COc1ccccc1OC(C)C(=O)Nc1cccc(-c2nc3ccccc3o2)c1 (stereo not drawn) do in these assays?
B2AR arrestin ag: -4.2%; p53null 39C kill: -3.3%; p53null 32C kill: -1.5%; GALK inh: 1.9%; TSG101-PTAP inh: 27.7%; FH mod: inconclusive; NTMT1 inh: -2.3%

How did CCCCOc1ccc(CNC(=O)c2ccc(-c3nc(CN4CCc5ccccc54)c(C)o3)cc2)cc1 do in these assays?
B2AR arrestin ag: -0.8%; p53null 39C kill: inconclusive; p53null 32C kill: 3.8%; GALK inh: -0.4%; TSG101-PTAP inh: 0.4%; FH mod: -4.5%; NTMT1 inh: 9.0%

How did O=C(CSc1nccn1-c1ccc(Cl)cc1)Nc1cccc2ccccc12 do in these assays?
B2AR arrestin ag: -0.8%; p53null 39C kill: -7.5%; p53null 32C kill: 28.1%; GALK inh: -0.1%; TSG101-PTAP inh: -5.1%; FH mod: -21.0%; NTMT1 inh: -2.8%

How did COc1ccc(-c2noc(-c3ccc(NCC4CCCO4)c([N+](=O)[O-])c3)n2)cc1 (stereo not drawn) do in these assays?
B2AR arrestin ag: -1.2%; p53null 39C kill: 1.8%; p53null 32C kill: -11.8%; GALK inh: 3.7%; TSG101-PTAP inh: -0.3%; FH mod: 0.5%; NTMT1 inh: -6.0%

An excerpt. The share of hits here may be higher or lower than overall.
